# Screens (PubChem)
# NPY Y2 blocker – NPY-Y2 receptor antagonists, primary screen, cell-based; NPY-Y2 expressing cells, antagonist mode; AID 793, 2007; Neuropeptide Y receptor type 2 (Homo sapiens), P49146; inhibition, % at 2.7 µM; 0.99% of 140,000 active; in the data active means inhibition above about 17%;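 further: 0% = vehicle with agonist challenge and 100% = reference antagonist with challenge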
# Target sequence (P49146 whole entry, looked up): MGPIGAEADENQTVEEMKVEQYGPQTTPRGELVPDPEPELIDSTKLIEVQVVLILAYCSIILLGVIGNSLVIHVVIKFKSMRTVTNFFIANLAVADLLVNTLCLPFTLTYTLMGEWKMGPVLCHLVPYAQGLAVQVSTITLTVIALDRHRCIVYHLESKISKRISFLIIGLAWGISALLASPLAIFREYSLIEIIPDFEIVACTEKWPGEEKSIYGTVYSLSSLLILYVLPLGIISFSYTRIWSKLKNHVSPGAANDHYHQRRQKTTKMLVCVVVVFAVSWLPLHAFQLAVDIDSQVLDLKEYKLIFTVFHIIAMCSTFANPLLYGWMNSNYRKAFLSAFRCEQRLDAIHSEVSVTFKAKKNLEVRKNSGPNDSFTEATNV
# Phagocyt inh – inhibitors of macrophage phagocytosis, primary screen, imaging, J774A.1 cells, IgG beads; 0.07% of 110,000 active; AID 1029, 2008; J774A.1 macrophage IgG-bead phagocytosis; inhibition, % at 5 µM;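 active means inhibition above the mean of the plate negative controls plus 5 SD, cut at about 13% in these data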;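 further: phagocytic index as fraction of beads internalized from green versus red external bead signal; plate controls were DMSO negative control for no effect and cytochalasin-D positive control for full effect; some results beyond the cut were filed as inactive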
# GALR2 antag – GALR2 antagonists in receptor-expressing cells, primary screen; AID 828, 2007; antagonist mode; inhibition, % at 4 µM; Galanin receptor type 2 (Homo sapiens), O43603; 0.39% of 140,000 active; in the data active means inhibition above about 27%;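 further: cells stimulated with galanin 1-16 at roughly its EC80; 0% = agonist challenge control and 100% = basal control without agonist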
# Target sequence (O43603 whole entry, looked up): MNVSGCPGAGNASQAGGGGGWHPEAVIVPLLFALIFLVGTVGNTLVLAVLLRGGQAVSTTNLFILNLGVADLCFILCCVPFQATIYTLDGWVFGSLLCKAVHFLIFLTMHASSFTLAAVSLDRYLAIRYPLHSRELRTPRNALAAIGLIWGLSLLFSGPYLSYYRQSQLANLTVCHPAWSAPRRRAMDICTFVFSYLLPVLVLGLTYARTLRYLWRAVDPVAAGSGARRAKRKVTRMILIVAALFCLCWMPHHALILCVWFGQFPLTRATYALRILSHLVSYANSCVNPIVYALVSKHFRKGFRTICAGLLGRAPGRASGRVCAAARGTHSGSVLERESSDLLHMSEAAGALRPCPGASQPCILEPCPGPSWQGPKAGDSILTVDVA
# HCT116 bCat-KO – primary screen for growth suppressors in beta-catenin knockout HCT116 cells (colon tumor, human); viability, % at 10 µM; HCT116 beta-catenin knockout viability, CellTiter-Glo, 60 h; active compounds read low; AID 818, 2007; 1.5% of 140,000 active;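 active means viability at or under a set limit, the compound median less 4 SD, cut at about 6% in these data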;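 further: 0% = Hyamine 1622 control at 20 µM and 100% = untreated cell control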
# MRP-1 activ – H69AR viability gain despite doxorubicin, primary screen, MRP-1 activator project, H69AR cells, CellTiter-Glo; 0.61% of 140,000 active; AID 799, 2007; viability rescue; viability increase, % at 10 µM;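 active means viability gain under doxorubicin at or above a set limit, the compound median plus 3 SD, cut at about 4.7% in these data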;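 further: MRP-1 overexpressing cells given doxorubicin 25 µM after compound pretreatment; 18-22 h compound pretreatment then 72 h with doxorubicin before readout; 0% = doxorubicin-only wells and 100% = vehicle-treated cells without doxorubicin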
# E-sel TNF inh – E-selectin induction blockers in HUVEC – imaging, immunofluorescence, high content, primary screen; HUVEC TNFa-induced E-selectin immunofluorescence; inhibition, % at 2 µM; 0.71% of 120,000 active;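 active means inhibition above the batch mean plus 3 SD, and confirmed as a hit on visual image review, cut at about 43% in these data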;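 further: 0% = TNF-stimulated DMSO wells and 100% = unstimulated control wells; not every result past the cut was called active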
# Yeast growth inh – growth inhibitors of yeast BB579 in restrictive medium, primary screen, yeast lifespan-shortening project, S. cerevisiae | OD615, 48 h | inhibition, % at 10 µM | 0.51% of 140,000 active | AID 804, 2007;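 active means inhibition above a set limit, 3 SD over the mean compound inhibition, cut at about 44% in these data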; further: inactives centre near -24
#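 test system = yeast BB579 (DeaD) | buffer or medium = restrictive CSMM-D medium | doses = single compound dose of 10 µM, 0.25% DMSO final | times = 4 h preincubation and 48 h exposure at 30 °C | technique = culture absorbance at 615 nm | benchmarks = amphotericin B 10 µg/mL, positive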
# Yeast life ext – compounds extending yeast replicative lifespan, primary screen, S. cerevisiae, OD615 | S. cerevisiae growth with nicotinamide; deaD strain in restrictive glucose medium | inhibition of the nicotinamide effect, % at 10 µM | 0.68% of 130,000 active | AID 775, 2007;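 active means inhibition above a set limit, placed 3 SD over the median of all compounds, cut at about 26% in these data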;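 further: 0% = nicotinamide-treated wells and 100% = cells grown without nicotinamide; some compounds called inactive have numbers as strong as hits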
#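 Assay system: engineered S. cerevisiae DeaD replicative-lifespan strain, galactose-grown log-phase cells; Buffer or medium: CSMM-D glucose medium, restrictive; Probe or stimulus: nicotinamide 1.5 mM; Compound: single dose 10 µM compound, 0.25% DMSO; Schedule: 4 h preincubation then 48 h treatment at 30 °C; Technique: OD615 measurement.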
# PTEN del growth – growth suppression of PTEN-null HCT116, primary screen, cell-based, CellTiter-Glo | HCT116 PTEN-null viability, 60 h; active compounds read low | viability, % at 10 µM | 1.2% of 140,000 active | AID 827, 2007;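 active means viability at or below a set limit, 4 SD under the median of all tested compounds, cut at about 3.7% in these data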;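 further: PTEN knockout HCT116 line with beta catenin targeted HCT116 as companion control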
# Measles CPE – compounds protecting cells from measles virus cytopathic effect, primary screen, measles RdRp inhibitor project, single point, MLSMR library, absorbance; Measles virus-infected cells, CPE protection; protection (pct of control), % at 4 µM; 1.5% of 140,000 active; AID 841, 2007; in the data active means protection mostly above about 24%, no sharp cut-off; inactive means mostly below about 26%; further: some compounds called inactive have numbers as strong as hits
# An asterisk follows results filed as active; . = no result given.
cpd	smiles	NPY Y2 blocker	Measles CPE	Yeast growth inh	Yeast life ext	MRP-1 activ	E-sel TNF inh	HCT116 bCat-KO	GALR2 antag	PTEN del growth	Phagocyt inh
1	CCN(C(=O)COc1ccccc1)c1nnc(-c2cccnc2)s1	1	9	-21	8	0.6	-7	104	-9	102	0
2	Cc1cc(C)cc(OCC(=O)Nc2ccc(F)cc2)c1	2	9	-37	-27	1.5	-6	79	6	82	-3
3	CCCCOC(=O)c1ccc(NC(=S)NC(=O)c2c(Cl)cnn2CC)cc1	5	18	-41	-8	-4.1	-10	67	1	80	.
4	CCOC(=O)c1nnn(-c2nc(OC)nc(N(C)C)n2)c1-c1ccccc1	4	22	-14	-2	-2.0	8	86	-16	93	-1
5	Cn1c2ccccc2c2ncn(CCC3=CCCCC3)c(=O)c21	4	12	-64	-14	-1.0	-4	85	8	88	-1
6	CCOc1ccc(NC(=O)CSc2nnc(C3CC3)n2N)cc1	-2	11	-11	8	-0.3	.	102	5	112	-2
7	COc1ccc(C2CC(=O)c3c(ccc4ccccc34)N2)cc1OC (centres undefined)	3	7	-14	-16	-3.6	4	58	8	51	.
8	Cc1cc(C)c2oc(-c3ccc(C)c(NC(=S)NC(=O)c4cccs4)c3)nc2c1	0	4	-18	-26	-6.3	-17	3.8*	17	2.7*	.
9	COc1ccc(-c2nnc(N(C)C(=O)c3cccnc3)s2)cc1	1	9	8	-13	-0.3	.	100	-3	107	1
10	COC(=O)C(C)Sc1nc2c(c(=O)n(C)c(=O)n2C)n1CCC(C)C (centres undefined)	5	3	-51	13	-2.5	4	86	2	99	-3
11	O=C(NCc1ccc2c(c1)OCO2)c1ccc2snnc2c1	5	10	-20	-7	-0.1	-13	96	-2	85	0
12	O=C1C=C(NCCNc2c(F)c(F)c(CO)c(F)c2F)CCC1	3	3	-35	-2	-1.2	-1	103	4	104	-1
13	O=C(CS(=O)CC(=O)N(CC(=O)NC1CCCC1)C1CCCCC1)Nc1ccc(F)cc1 (centres undefined)	5	4	-31	-5	-1.9	10	88	-8	85	1
14	CC1CCC(C(=O)NC(C(=O)NCc2ccccn2)C(C)C)CC1 (centres undefined)	2	20	-36	-9	-0.7	-25	95	4	89	-2
15	CCOC(=O)c1ccc2nc3c(cc2c1)CCS3	0	16	-17	-9	-2.2	34	88	4	91	-2
16	CCCCOc1ccc(NC(=O)CSCC(=O)OCC)cc1	2	16	5	-6	0.7	20	87	2	88	-2
17	CC(C)n1c(Nn2cnnc2)nc2ccccc21	0	18	-35	1	0.1	-10	94	-6	108	-1
18	C=CCc1c(C)[nH]c(=S)c(C#N)c1C	-1	8	-24	-23	-3.5	.	97	-8	92	0
19	O=C(O)CCC(=O)N1N=C(c2c(-c3ccccc3)c3cc(Cl)ccc3[nH]c2=O)CC1c1cccs1 (centres undefined)	3	13	-47	5	-0.6	.	85	-16	92	-2
20	COc1ccccc1N1CCN(C(=O)c2ccc3c(=O)n(Cc4ccco4)c(=S)[nH]c3c2)CC1	4	13	-44	-3	-0.6	-4	67	-6	60	-4
21	CCOc1ccc(-c2nc(CSCC(=O)N3CCN(c4cccc(OC)c4)CC3)c(C)o2)cc1	11	6	-16	-4	0.2	.	29	-5	26	0
22	C=CCNC(=O)c1ccc2nccnc2c1	1	5	-19	.	0.2	-5	93	10	97	.
23	Cc1cc(C#N)c(C)n1-c1cc(C(F)(F)F)ccc1N1CCOCC1	20*	3	-68	-8	-3.1	.	70	-9	76	-3
24	CCC(C)C(NC(N)=O)C(=O)Nc1ccc(C)c(Cl)c1 (centres undefined)	0	11	-11	1	-0.1	1	89	0	94	1
25	S=c1[nH]nc(-c2ccc3ccccc3n2)o1	12	1	-19	-5	-2.1	6	93	8	91	0
26	COc1ccc(-c2cn3ccc4ccccc4c3n2)cc1	6	22	5	.	-4.6	-17	82	22	82	.
27	O=C(Nc1ccc(Cl)cc1C(=O)NCCN1CCOCC1)c1ccc(Cl)cc1Cl	5	6	-23	-3	-4.1	17	91	-6	107	.
28	CCOC(=O)CCc1c(C)c2c(C)nn(-c3ccccc3)c2[nH]c1=O	0	0	-13	-4	-4.5	.	86	15	90	.
29	COCCNC(=O)COc1ccc(Br)cc1Cl	2	17	-3	-8	-2.7	-7	101	3	103	-2
30	CN(Cc1ccccc1)C(=O)c1c[nH]c2ccc(S(=O)(=O)N3CCOCC3)cc2c1=O	-2	2	-41	4	-0.8	-7	86	7	93	-1

# Record cards, from the list above.
# Results for `COCCNC(=O)COc1ccc(Br)cc1Cl` : NPY Y2 blocker: 2; Measles CPE: 17; Yeast growth inh: -3; Yeast life ext: -8; MRP-1 activ: -2.7; E-sel TNF inh: -7; HCT116 bCat-KO: 101; GALR2 antag: 3; PTEN del growth: 103; Phagocyt inh: -2
# Results for `COc1ccc(-c2cn3ccc4ccccc4c3n2)cc1` : NPY Y2 blocker: 6; Measles CPE: 22; Yeast growth inh: 5; Yeast life ext: .; MRP-1 activ: -4.6; E-sel TNF inh: -17; HCT116 bCat-KO: 82; GALR2 antag: 22; PTEN del growth: 82; Phagocyt inh: .
# Results for `O=C(Nc1ccc(Cl)cc1C(=O)NCCN1CCOCC1)c1ccc(Cl)cc1Cl` : NPY Y2 blocker: 5; Measles CPE: 6; Yeast growth inh: -23; Yeast life ext: -3; MRP-1 activ: -4.1; E-sel TNF inh: 17; HCT116 bCat-KO: 91; GALR2 antag: -6; PTEN del growth: 107; Phagocyt inh: .

# Structures above marked active in NPY Y2 blocker:
cpd	SMILES	NPY Y2 blocker	Measles CPE	Yeast life ext	E-sel TNF inh	GALR2 antag	Phagocyt inh
23	Cc1cc(C#N)c(C)n1-c1cc(C(F)(F)F)ccc1N1CCOCC1	20*	3	-8	.	-9	-3

# Further structures.
cpd	smiles	NPY Y2 blocker	Measles CPE	Yeast growth inh	Yeast life ext	MRP-1 activ	E-sel TNF inh	HCT116 bCat-KO	GALR2 antag	PTEN del growth	Phagocyt inh
31	Cc1ccc(S(=O)(=O)N(c2nc(N(C)C)nc(N(C)C)n2)n2cnnc2)cc1	8	3	-8	1	-0.4	-31	90	10	95	-1
32	O=C(Nc1ccc(Oc2cccnc2)cc1)c1cccc([N+](=O)[O-])c1	2	16	-25	-6	-1.2	.	91	12	95	-3
33	CCc1nc2c(c(=O)c3ccccc3n2C)c(=O)n1C1CCCCCC1	1	11	-36	28*	-1.1	.	11	-12	6	0
34	Cc1cccc(OCC(=O)Nc2ccc(N3CCN(C(=O)c4ccccc4)CC3)cc2)c1	0	10	-8	1	-0.8	.	91	0	88	-7
35	Cn1c(=O)c2[nH]c(-c3ccccc3O)nc2n(C)c1=O	5	26	-19	-15	-4.5	-43	80	11	91	0
36	CCCOc1ccc(C2C(C(=O)OC)=CN(CCOC)C=C2C(=O)OC)cc1	9	5	-21	-2	-1.4	5	106	-13	90	1
37	COc1cc(NC(=O)c2cc(-n3cnnc3)ccc2Cl)cc(OC)c1	3	17	-8	-6	-2.7	-4	100	-3	96	-1
38	O=C1CCC(=O)N1OCCOc1ccc2c(c1)CCC2	0	5	-10	9	-2.4	-8	86	-5	96	0
39	Cc1nn(C)cc1C(C(=O)NC1CCCCC1)N(C(=O)Cc1cccs1)c1ccc(F)cc1 (centres undefined)	2	7	-22	4	-2.7	32	92	4	86	-6
40	O=C(Nc1ccccn1)C1CCN(S(=O)(=O)c2cccs2)CC1	12	23	-43	-1	-0.7	-14	99	13	103	-1
41	CC(=O)c1coc2ccc(OCCN3CCCCC3)cc12	1	23	13	-1	-3.2	.	87	3	99	0
42	N#Cc1ccc(C2=NC(C(F)(F)F)(C(F)(F)F)c3c(n(Cc4ccco4)c(=O)[nH]c3=O)N2)cc1	0	7	-30	-10	-6.1	-5	71	0	57	.
43	CCC(=NCCc1ccccc1)C1=C(O)CCC1=O	-1	1	-9	-14	-0.4	-7	107	-1	99	0
44	Cc1c(NC(=O)CCC(=O)N2CCOCC2)c(=O)n(-c2ccccc2)n1C	2	25	-13	.	-1.0	6	91	5	91	.
45	COc1ccc(OCCNC(=O)c2ccccc2OCC(=O)N2CCCCC2)cc1	4	25	-24	-4	-4.2	-4	79	2	75	.
46	Cc1cc2cc(C)c3nnc(SCC(=O)N4CCCc5ccccc54)n3c2cc1C	4	10	-54	-13	2.2	22	104	13	102	0
47	COC1=Cc2c(ccc3ccc(=O)oc23)OC1(C)C	7	1	2	-35	-2.9	2	54	17	58	0
48	CC(=O)Nc1ccc(S(=O)(=O)NCC2CCC(C(=O)NCCC(C)C)CC2)cc1 (centres undefined)	1	9	-24	-10	-0.6	15	108	-16	114	.
49	CCOC(=O)C(CC)(CCC(=O)O)c1csc(N)n1 (centres undefined)	3	11	-9	0	1.5	4	99	1	102	-1
50	O=C(C1CCC(CNS(=O)(=O)c2cccc3cccnc23)CC1)N1CCCC1 (centres undefined)	1	2	-19	-3	-1.3	.	91	0	89	0
51	C=CCS/C(=N\n1cnc2ccccc2c1=O)N1CCCCC1	-3	15	-9	14	-0.3	-3	89	-11	93	-2
52	Nc1c(Cl)cc(Cl)cc1C(=O)OCC(=O)NC1CC1	0	10	-37	-4	-1.2	-3	91	5	94	-1
53	CCOc1ccc(N=C2SC(C(=O)O)CC(=O)N2C)cc1 (centres undefined)	3	23	-16	-7	-0.5	-22	92	13	106	-1
54	Cc1nn(C(=O)c2ccco2)c(C)c1Sc1ccccc1	2	9	-6	-3	-1.0	36	97	-11	94	.
55	OC(COCCOc1ccc(Br)cc1)CN1CCCCC1 (centres undefined)	3	7	-31	0	-0.8	.	90	-11	89	.
56	Cc1cccc(-n2c(SCC(=O)NC3CCCC3)nnc2-c2ccoc2C)c1	3	4	-2	.	-2.1	23	100	7	100	.

# Structures above that have a COOH group (three):
cpd	smiles	NPY Y2 blocker	Measles CPE	Yeast growth inh	Yeast life ext	MRP-1 activ	E-sel TNF inh	HCT116 bCat-KO	GALR2 antag	PTEN del growth	Phagocyt inh
19	O=C(O)CCC(=O)N1N=C(c2c(-c3ccccc3)c3cc(Cl)ccc3[nH]c2=O)CC1c1cccs1 (centres undefined)	3	13	-47	5	-0.6	.	85	-16	92	-2
49	CCOC(=O)C(CC)(CCC(=O)O)c1csc(N)n1 (centres undefined)	3	11	-9	0	1.5	4	99	1	102	-1
53	CCOc1ccc(N=C2SC(C(=O)O)CC(=O)N2C)cc1 (centres undefined)	3	23	-16	-7	-0.5	-22	92	13	106	-1
